HIF-2a block = HIF-2a inhibition | 786-0 RCC cells HIF-2a reporter, luciferase luminescence, overnight | actives 0.72% (n = 360,000) | inhibition, % at 18.8 µM;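 active = inhibition of the luminescence signal of 40% or more relative to plate controls, in a single-dose primary screen at 18.75 µM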
PDI inh = inhibitors of human protein disulfide isomerase; P07237; PDI insulin aggregation turbidity, A650, 90 min; inhibition, % at 10 µM; actives 0.052% (n = 350,000); AID 588391;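 active = mean inhibition across replicates of 30% or more, whatever share of single replicates reach that level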;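 also: absorbance from insulin aggregation driven by PDI reduction with DTT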
iPSC survival up = hiPSC single-cell survival enhancement | ATPlite luminescence; 100% = ROCK inhibitor wells, 0% = DMSO | survival enhancement, % at 20 µM | AID 602274 | actives 0.044% (n = 360,000); in the data active = survival enhancement above about 18%;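 also: cells exposed to compounds for 16 hours before the ATP read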
TRPM1 prom inh = inhibitors of MITF-driven TRPM1 promoter in melanoma cells; actives 0.83% (n = 330,000); inhibition, % at 12.5 µM; SK-MEL-5 TRPM1 promoter luciferase, 24 h;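 active = mean inhibition across replicates of 60% or more, whatever share of single replicates reaches that level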; also: values of inactives mirror those of a sister screen read the other way
Cardio protect = myocardial damage modulation in H9c2 cells | H9c2 cardiomyocytes, H2O2 injury protection, ATPLite, 2 h | protection from H2O2 cell death, % at 20 µM | actives 0.63% (n = 360,000);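 active = compounds giving at least 50% protection of heart cells from peroxide-induced death in the single-dose screen, raw or plate-pattern-corrected value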;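 also: 0% = DMSO wells with peroxide and 100% = DMSO wells without peroxide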
CaV13 ICDI inh = Primary screen for inhibitors of IQ motif and Ca2+-dependent inactivation inhibitor domain binding in CACNA1D, Förster resonance energy transfer in living cells, …; inhibition, % at 12.3 µM; actives 0.098% (n = 340,000); HEK cells, CFP/YFP FRET ICDI-IQ, plate reader, 10 min; percent FRET-ratio fall versus neutral wells; AID 743397;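 active = mean replicate inhibition of at least 30% and at least 1% of replicates passing that level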;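 also: 0% = median of the neutral control wells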
NR2E3 ag-1 = agonists of human NR2E3 nuclear receptor. AID 602229. actives 0.35% (n = 360,000). CHO-S Gal4-NCOR/VP16-NR2E3 two-hybrid, luciferase. inhibition of corepressor binding, % at 3.98 µM;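 active = inhibition above the mean of all tested compounds plus 3 SD, cut at about 70% in these data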;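 also: 0% = DMSO with NR2E3 transfected cells and 100% = cells lacking NR2E3 construct; higher means lower luciferase signal from less NR2E3 corepressor binding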
Target sequence (Q9Y5X4 whole entry, looked up, the tested form may be a part): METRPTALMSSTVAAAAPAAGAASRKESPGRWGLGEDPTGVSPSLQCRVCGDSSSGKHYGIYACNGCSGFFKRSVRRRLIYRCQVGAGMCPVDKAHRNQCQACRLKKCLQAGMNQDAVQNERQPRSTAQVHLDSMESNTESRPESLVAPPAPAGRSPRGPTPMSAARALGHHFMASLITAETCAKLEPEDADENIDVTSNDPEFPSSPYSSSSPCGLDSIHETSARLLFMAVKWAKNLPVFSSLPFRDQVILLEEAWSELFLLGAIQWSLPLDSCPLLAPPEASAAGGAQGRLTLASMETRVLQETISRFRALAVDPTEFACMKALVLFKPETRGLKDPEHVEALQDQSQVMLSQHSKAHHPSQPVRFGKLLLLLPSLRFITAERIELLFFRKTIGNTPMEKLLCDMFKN
Peg3 prom inh = reduces Peg3 promoter-driven luciferase expression in HeLa; HeLa PEG-Prom luciferase reporter, luminescence, overnight; inhibition, % at 20 µM; actives 1.7% (n = 360,000); AID 588405;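 active = inhibition of at least 50% at 20 µM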
HTR2A ag = mouse HTR2A agonism via beta-arrestin recruitment; P35363; CHO-K1 mHTR2A beta-arrestin complementation, luminescence; percent of 30 µM serotonin response; activation, % at 7.6 µM; actives 0.66% (n = 360,000);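 active = activation above a run cutoff, the mean activation of all tested compounds plus 3 SD, cut at about 14% in these data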;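 also: 0% = plate median of compound wells and 100% = 30 µM serotonin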
Target sequence (P35363 whole entry, looked up): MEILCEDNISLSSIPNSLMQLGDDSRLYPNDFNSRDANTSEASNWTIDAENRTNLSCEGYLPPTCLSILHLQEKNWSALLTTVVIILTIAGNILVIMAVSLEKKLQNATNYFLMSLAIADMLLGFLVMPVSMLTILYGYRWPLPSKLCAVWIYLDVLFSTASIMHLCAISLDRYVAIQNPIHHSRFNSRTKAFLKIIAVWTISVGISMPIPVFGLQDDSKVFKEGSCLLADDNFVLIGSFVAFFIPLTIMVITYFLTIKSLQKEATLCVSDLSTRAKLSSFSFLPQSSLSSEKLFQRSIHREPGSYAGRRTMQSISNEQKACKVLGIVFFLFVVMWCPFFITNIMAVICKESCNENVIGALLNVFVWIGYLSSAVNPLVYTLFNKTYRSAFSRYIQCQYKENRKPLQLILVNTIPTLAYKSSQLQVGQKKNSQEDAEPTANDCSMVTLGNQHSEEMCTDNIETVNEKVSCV
Shn3 3UTR inh = Schnurri-3 reporter inhibition in Clone20 osteoblasts. Clone20 osteoblast Shn3 3'UTR firefly luciferase, 24 h. inhibition, % at 12.5 µM. actives 0.52% (n = 360,000). AID 588674;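 active = mean inhibition of at least 75% with every replicate also reaching 75%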;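 also: 0% = median of neutral control wells and 100% = pilot-screen positive control compound; some compounds past the cut are filed as inactive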
NR2E3 ag-2 = NR2E3 (human) agonism. GST-NR2E3/biotin-RetCOR TR-FRET, 1536-well. inhibition of corepressor binding, % at 4.78 µM. actives 0.12% (n = 320,000). AID 2300;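 active = percent inhibition above the cutoff of mean plus 3 SD of all tested compounds, set per screening campaign, cut at about 20% in these data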;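 also: 0% = DMSO wells and 100% = biotin wells as full block of FRET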
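Material: NR2E3–RetCOR corepressor complex | Quantity: 1.35 nM GST-tagged NR2E3 final | Schedule: 5 h at 4 °C | Replication: Singlicate compound wells | Reagent: RetCOR corepressor, biotinylated, 7 nM | Controls: Biotin wells as high control, 0.6% DMSO wells as low control | Signal: TR-FRET, Eu(K)-anti-GST donor, streptavidin-D2 acceptor, ex 340, em 617/671 nm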
Numbers without * were called inactive; / = no result given.

Second line of a record – HIF-2a block, PDI inh, iPSC survival up, TRPM1 prom inh, Cardio protect, CaV13 ICDI inh, NR2E3 ag-1, Peg3 prom inh, HTR2A ag, Shn3 3UTR inh, NR2E3 ag-2
CN(O)C(=O)Nc1ccc([N+](=O)[O-])cc1
  -3, -1, 0.5, 6, -12, -4, -8, -6, 1, 0, -2
CSc1nc(C)c(Cc2c(F)cccc2Cl)c(=O)[nH]1
  -17, 4, 0.4, 9, 2, -5, -8, -9, 3, -13, -3
COc1ccccc1Nc1nnc(SCC(=O)N2CC(=O)Nc3ccccc32)s1
  -2, 0, 2.0, -5, 4, -19, -42, -12, 18*, -6, -4
COc1ccc(NC(=O)CSc2nc3ccsc3c(=O)n2Cc2ccccn2)c(OC)c1
  -67, -1, -0.4, -7, 9, -13, -32, -77, 3, -27, -2
O=C(O)CC(Cc1ccccc1)c1ccc2c(c1)OCO2 (stereo unspecified)
  18, 3, 0.1, -11, 6, -6, -6, -1, 3, -9, -4
Cc1cccc(-c2c3c(=O)n(C)c(=O)n(C)c3cn2C2CCCCC2)c1
  21, 1, -2.0, 8, 30, -3, -5, 26, -2, 6, 2
O=C(CCS(=O)(=O)c1cccc2nonc12)N1CCCc2ccccc21
  12, 4, 1.7, 18, -6, -5, -2, 9, 3, 4, 5
CCn1cc(C(=O)NCc2cccnc2)c2cc(OC)c(OC)cc2c1=O
  3, 4, 1.3, 11, 2, -5, 3, 16, 0, 2, -2
CC1(C(=O)NS(=O)(=O)c2ccccc2)CCN1C(=O)Cc1cccc2ccccc12 (stereo unspecified)
  4, 5, -0.7, /, 8, -5, 12, 7, 7, -2, /
Cc1ccc(C(=O)CN2C(=O)NC3(CCCCC3C)C2=O)s1 (stereo unspecified)
  -9, -2, 3.9, 3, -6, -6, -7, -18, 7, 11, 2
O=C(NCc1ccncc1)Nc1ccccc1F
  -9, 7, -1.7, 2, 11, -6, -6, -19, 0, -10, 0
COc1ccc(S(=O)(=O)NC(=O)C2(C)CCN2C(=O)C2CC2)cc1 (stereo unspecified)
  2, 7, -0.6, /, 0, -4, -38, 5, 1, 5, /
O=C(NCCCCNC(=O)c1ccco1)c1ccco1
  12, 9, -2.0, 4, 4, -5, -4, -4, 6, 10, -3
Nc1ccc(S(=O)(=O)NC(Cc2ccccc2)C(=O)O)cc1 (stereo unspecified)
  15, -2, -0.6, /, 6, -5, -6, 12, 0, 12, -2
CC1(C)CC(c2nc(-c3ccc(Br)cc3)cs2)CCS1 (stereo unspecified)
  -60, -10, 6.2, -21, -7, 6, -9, -45, -2, -2, 0
CC(Oc1ccc2c3c(c(=O)oc2c1)CCCC3)C(=O)NCc1cccnc1 (stereo unspecified)
  -11, -7, -0.4, 5, 1, -7, 0, -10, 4, 8, 3
COCCN(C(=O)c1ccc(C#N)cc1)c1c(N)n(Cc2ccccc2)c(=O)[nH]c1=O
  12, -22, -0.3, -5, 4, -6, -8, 3, 1, -3, 4
COc1cc(-c2cc(=O)c3c(O)c(OC)c(OC)c(OC)c3o2)cc(OC)c1OC
  6, /, 2.3, 2, 13, /, 9, 35, -2, 23, 1
CN(Cc1ccccc1)C(=O)CCNS(=O)(=O)c1ccc2c(c1)oc(=O)n2C
  10, 5, -0.6, -2, 7, -4, -12, 10, 0, 2, 3
CCN(CC)CCNC(=O)Cn1nc(Cc2ccccc2)c2ccccc2c1=O
  5, 17, -1.1, -8, -2, -1, -3, 8, 0, 35, 3
COCC(=O)N1CCC(Oc2ccc(C(=O)N3CCN(C)C[C@@H]3C(C)C)cc2)CC1
  -2, 6, -0.4, 8, 3, -3, 11, 8, 3, -11, /
O=C(c1ccc(Br)cc1)N1CCN(c2ccccn2)CC1
  6, 4, -2.1, /, -2, -5, 6, -2, -7, 0, /
Cc1csc(NC(=O)CCn2c(=O)sc3ccccc32)n1
  -60, 0, -2.1, -21, 3, -8, -46, -59, 6, -12, -1
C=CCn1c(-c2cccn(Cc3ccc(Cl)cc3)c2=O)n[nH]c1=S
  32, -5, 4.6, 0, -4, -4, -9, 7, -1, 19, 0
C=CCC(NCc1ccco1)c1ccc(OC)cc1 (stereo unspecified)
  16, 0, -1.9, 4, 0, -7, -17, -3, 0, 14, 3
CCCCNc1nnc(CCn2nc(C)c(Br)c2C)s1
  11, 5, -2.4, -5, 5, -14, 19, 9, 0, 7, 2
Cn1c(N)c(C(=O)COC(=O)Cc2ccc(Cl)c(Cl)c2)c(=O)n(C)c1=O
  7, 3, -0.3, -6, 1, -4, -23, 4, 4, 4, /
Cc1c(NC2=NC3(CCCCC3)Cc3ccccc32)c(=O)n(C)n1-c1ccccc1
  10, -3, -1.0, 6, -3, -4, -31, -4, -2, 15, -5
CCc1ccc(-c2nc(CSCC(=O)N3CCN(c4ncccn4)CC3)c(C)o2)cc1
  39, -4, 0.8, 30, -18, -7, 66, 18, 1, 20, 1
COc1ccc(F)c(CN2CCC(CO)(Cc3cccc(C(F)(F)F)c3)CC2)c1
  17, 9, -0.7, -12, -8, -6, -13, 20, 11, -6, 4
CCn1c(SCC(=O)N/N=C/c2c[nH]c3ccccc23)nnc1-c1ccc(Cl)cc1
  16, -1, 1.3, 4, 0, -14, -6, 28, -2, 7, 3
COc1ccc(N2CC(C(=O)Nc3cccc(C)n3)CC2=O)cc1 (stereo unspecified)
  20, 0, 3.0, 2, 2, -3, -11, 2, 4, 6, 2
O=C1c2ccccc2-c2n[nH]c(=O)c3ccc(N4CCCCC4)c1c23
  15, -2, -0.2, 9, 33, 1, -22, 37, 0, 26, 6
N#C/C(=C/c1ccncc1)c1nc2ccccc2c(=O)[nH]1
  3, -5, 0.1, -5, -1, -1, -9, 6, -1, -7, 2
Cc1cc(Cl)ccc1OCCCC(=O)NO
  -46, -9, -3.2, 20, 33, -6, -16, 3, 2, -53, 3
Cc1ccc(NC(=O)Cn2c(=O)oc3ccccc32)c(C)c1
  16, -2, 0.0, -6, 4, -3, 3, 1, -2, 8, 3
Fc1ccccc1/C=N/Nc1ccc(Cl)nn1
  -85, -11, 0.3, -49, 3, -7, -55, -107, 4, -22, 3
Cc1noc(C)c1COc1ccccc1C(=O)NC(C)c1ccc(Cl)cc1 (stereo unspecified)
  8, -6, -0.4, 11, 7, -2, -20, 16, -6, 12, 0
CCOc1ccc(CN(C)CC(=O)Nc2cccc(C)c2)cc1OC
  17, 1, -0.3, -2, -16, -2, 18, 23, -3, 52, 5
Cc1cc(NS(=O)(=O)c2ccc(NC(=O)C(C)Oc3ccc(Cl)cc3)cc2)no1 (stereo unspecified)
  14, -5, 1.1, 6, -3, -8, -4, 10, 1, -30, -1
CCC(Sc1nc(C)cc(C)n1)C(=O)Nc1nccs1 (stereo unspecified)
  13, 8, -0.7, 15, 4, /, 10, 3, 2, -17, -2
COc1ccc(NC(=O)CN2C(=O)NC(C)(c3ccc4c(c3)OCCO4)C2=O)cc1S(N)(=O)=O (stereo unspecified)
  -7, 3, -1.4, -8, -1, -10, -36, 3, 7, -2, /
Cc1cc(Br)c(S(=O)(=O)NCc2ccncc2)cc1C
  10, 12, -0.4, 21, -14, -6, 82*, 19, 11, 83, 2
Cc1ccccc1SCC(=O)N1CCN(c2ccc(C(F)(F)F)cn2)CC1
  12, -7, -0.4, -1, -12, -5, 9, 36, -1, -9, 2
CC(C)Cc1nnc(NC(=O)C2CCN(C(=O)c3ccc(Cl)cc3)CC2)s1
  6, -6, -0.4, 3, -3, -5, -20, 7, 1, 11, -2
C/C(=N\NC(=O)c1cc2ccccc2cc1O)c1ccccn1
  -76, -12, -0.4, 74*, -4, -3, -39, 10, 1, 97*, 3
CCC(C(=O)NC1CCCC1)n1c2ccccc2c2nc(=O)cc(C)n21 (stereo unspecified)
  12, -4, 2.8, -3, 4, -7, -12, 2, 4, -3, /
Cn1c(=O)[nH]c(=O)c2c1nc(NCCc1ccccc1)n2CC(O)COc1ccccc1 (stereo unspecified)
  10, 5, 1.4, 12, 60*, /, -31, 10, 0, 3, -5
CC(CN1C(C)CCCC1C)OC(=O)c1ccccc1Br (stereo unspecified)
  15, 3, 0.1, -16, 2, -14, 1, -10, -5, -2, -1
Oc1ccc(C(c2nnnn2C2CCCC2)N2CCc3ccccc3C2)cc1 (stereo unspecified)
  5, -8, -2.2, 8, -3, -1, 22, 7, 4, -12, -2

Reformatted: 3 of the compounds above.
SMILES,HIF-2a block,PDI inh,iPSC survival up,TRPM1 prom inh,Cardio protect,CaV13 ICDI inh,NR2E3 ag-1,Peg3 prom inh,HTR2A ag,Shn3 3UTR inh,NR2E3 ag-2
Cc1ccccc1SCC(=O)N1CCN(c2ccc(C(F)(F)F)cn2)CC1,12,-7,-0.4,-1,-12,-5,9,36,-1,-9,2
CCC(Sc1nc(C)cc(C)n1)C(=O)Nc1nccs1 (stereo unspecified),13,8,-0.7,15,4,/,10,3,2,-17,-2
Oc1ccc(C(c2nnnn2C2CCCC2)N2CCc3ccccc3C2)cc1 (stereo unspecified),5,-8,-2.2,8,-3,-1,22,7,4,-12,-2

The list continues:
Second line of a record – HIF-2a block, PDI inh, iPSC survival up, TRPM1 prom inh, Cardio protect, CaV13 ICDI inh, NR2E3 ag-1, Peg3 prom inh, HTR2A ag, Shn3 3UTR inh, NR2E3 ag-2
CC(C)(C)NC(=O)C(c1cccs1)N(Cc1cccs1)C(=O)c1csnn1 (stereo unspecified)
  14, 5, -0.7, 0, 0, -5, 12, 7, 0, 4, 0
COc1ccc2c(c1)[nH]c1c(=O)n(CC3CCCO3)cnc12 (stereo unspecified)
  -104, -5, -0.9, -20, 0, -4, -16, -91, 2, -42, -1
COc1ccc([N+](=O)[O-])cc1NC(=O)C(C)N(C)Cc1ccc(Br)cc1 (stereo unspecified)
  21, 1, 2.8, 6, -12, -5, 0, 30, -1, 30, 1
COc1ccc(CC(=O)NC2CC(C)(C)NC(C)(C)C2)cc1OC
  14, 9, -0.4, 19, 6, -6, -2, -13, 2, -12, 5
CCOC(=O)c1c(C2CC2)csc1NC(=O)CSCc1c(C)noc1C
  23, -2, -3.2, -2, 1, -4, -16, 16, 2, -2, 4
Cc1cccc(N2CCN(C(=O)CSc3nnnn3C3CC3)CC2)c1C
  -39, 1, 0.7, -6, -2, -2, -56, -62, -7, -2, 3
CCOc1cccc(/C=N/N=C/c2cccc(OCC)c2O)c1O
  3, -6, -0.4, -25, -2, -18, 1, -14, 9, -13, /
CCOc1ccc(NS(=O)(=O)c2cc(C(=O)N3CCC3)ccc2Cl)cc1
  12, -1, -0.5, 8, -1, -6, 26, 3, 5, -9, 1
O=C1[C@H]2[C@@H](c3ccc(F)cc3)N3C(=O)N(c4ccc(Br)cc4)C(=O)[C@@]3(Cc3ccccc3)[C@H]2C(=O)N1C1CCCCC1
  -3, 1, -4.2, 15, -11, -13, -14, 18, -4, 41, 1
Cc1nc(-c2ccc(S(=O)(=O)N3CCN(CCc4ccccc4)CC3)s2)cs1
  16, 15, 0.0, /, -11, -20, -17, 16, -7, 11, -2
CCC(C)C(NC(=O)C1CCC(C)CC1)C(=O)Nc1ccc(OC)cc1 (stereo unspecified)
  5, -3, 1.5, -8, -2, -2, -25, 4, -5, 2, 2

High-throughput results as filed in PubChem.
